High-throughput results deposited in PubChem BioAssay by several laboratories.
iPSC survival up: increases survival of single human iPS cells | AID 602274 | hit rate 0.044% among 360,000 | survival enhancement, % at 20 µM | hiPSC single-cell survival, ATPlite luminescence; 100% = ROCK inhibitor wells, 0% = DMSO; in the data active = survival enhancement above about 18%;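 also: cells exposed to compounds for 16 hours before the ATP read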
aDG glyco act: alpha-DG glycosylation activation | Pro5-aDG cells, alpha-DG glycosylation AlphaScreen (IIH6); 0% Pro5, 100% B10-LARGE cell signal | activation, % at 10 µM | hit rate 0.22% among 360,000 | AID 624168;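 active = activation of at least 8% versus controls, or a plate z-score of at least 8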;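 also: Pro5 are CHO cells carrying HIG-tagged alpha-DG that lacks glycosylation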
Vif imaging: blocks HIV Vif function; HEK293T cells, Vif self-association by quenched fluorescence, imaging, 24 h; inhibition, % at 7.49 µM; hit rate 0.35% among 340,000; in the data active = inhibition above about 50%, passing the limit was not always enough; also: some results filed as inactive read as strong as hits
m5-HT2A agonist: activates the mouse 5-HT2A serotonin receptor; CHO-K1 mHTR2A beta-arrestin complementation, luminescence; percent of 30 µM serotonin response; activation, % at 7.6 µM; P35363; hit rate 0.66% among 360,000;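 active = activation above a run cutoff, the mean activation of all tested compounds plus 3 SD, cut at about 14% in these data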;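 also: 0% = plate median of compound wells and 100% = 30 µM serotonin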
Target sequence (P35363 whole entry, looked up): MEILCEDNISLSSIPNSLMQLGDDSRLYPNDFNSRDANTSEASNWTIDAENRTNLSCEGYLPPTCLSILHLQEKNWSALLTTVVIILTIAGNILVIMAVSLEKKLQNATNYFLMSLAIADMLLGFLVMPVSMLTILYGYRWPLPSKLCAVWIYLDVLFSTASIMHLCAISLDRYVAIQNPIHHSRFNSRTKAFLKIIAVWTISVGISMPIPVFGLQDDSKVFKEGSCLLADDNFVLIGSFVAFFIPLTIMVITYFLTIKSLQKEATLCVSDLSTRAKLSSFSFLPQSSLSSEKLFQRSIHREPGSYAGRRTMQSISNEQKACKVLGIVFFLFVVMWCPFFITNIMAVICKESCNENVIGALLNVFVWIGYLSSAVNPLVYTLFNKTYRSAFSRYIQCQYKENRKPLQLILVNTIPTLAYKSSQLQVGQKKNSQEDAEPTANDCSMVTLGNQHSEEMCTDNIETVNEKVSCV
CaV13 ICDI inh: Disruptors of the CACNA1D IQ motif to Ca2+-dependent inactivation inhibitor domain association, primary screening, Förster resonance energy transfer in intact living …; HEK cells, CFP/YFP FRET ICDI-IQ, plate reader, 10 min; percent FRET-ratio fall versus neutral wells; inhibition, % at 12.3 µM; hit rate 0.098% among 340,000;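 active = mean replicate inhibition of at least 30% and at least 1% of replicates passing that level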;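 also: 0% = median of the neutral control wells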
Glyco luc inh: N-linked glycosylation inhibition. D54 ERlucT glycosylation luciferase reporter, 24 h; percent of 100 nM tunicamycin response. hit rate 0.23% among 360,000. reporter increase, % at 12.5 µM. AID 588692;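 active = mean luciferase reporter signal, scaled so untreated is 0 and the glycosylation-blocking control 100, at or above a set limit in every replicate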;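 also: luciferase carries N-glycosylation sites so blocking glycosylation raises the light; 0% = median of neutral control wells and 100% = median of 100 nM tunicamycin wells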
PDI turbidity: PDI (human) enzyme inhibition | P07237 | PDI insulin aggregation turbidity, A650, 90 min | inhibition, % at 10 µM | hit rate 0.052% among 350,000 | AID 588391;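 active = mean inhibition across replicates of 30% or more, whatever share of single replicates reach that level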;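 also: absorbance from insulin aggregation driven by PDI reduction with DTT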
Target sequence (P07237 whole entry, looked up): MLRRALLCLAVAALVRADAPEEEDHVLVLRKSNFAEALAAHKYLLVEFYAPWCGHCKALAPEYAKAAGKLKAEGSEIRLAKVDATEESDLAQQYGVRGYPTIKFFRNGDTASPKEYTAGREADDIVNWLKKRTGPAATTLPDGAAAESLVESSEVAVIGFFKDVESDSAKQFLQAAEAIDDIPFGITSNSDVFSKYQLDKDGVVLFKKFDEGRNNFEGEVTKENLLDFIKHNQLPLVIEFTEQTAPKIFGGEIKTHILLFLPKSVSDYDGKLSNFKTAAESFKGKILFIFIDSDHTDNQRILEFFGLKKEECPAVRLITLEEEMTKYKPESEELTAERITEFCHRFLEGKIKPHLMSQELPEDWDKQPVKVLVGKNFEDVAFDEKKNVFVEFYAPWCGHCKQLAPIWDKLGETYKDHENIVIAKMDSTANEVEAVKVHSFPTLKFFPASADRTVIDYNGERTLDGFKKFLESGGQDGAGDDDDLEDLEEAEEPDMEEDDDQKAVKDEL
ABCB6 inh 2: blocks the human ABCB6 transporter | Q9NP58 | K562-ABCB6 porphyrin accumulation, flow cytometry, 1 h; stronger effect = lower value | fluorescence ratio to DMSO, % at 10 µM | hit rate 0.19% among 360,000 | AID 602162;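 active = fluorescence ratio to DMSO below 75%, the collection mean minus 3 SD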;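 also: signal is porphyrin accumulated inside mitochondria; 100% equals median channel fluorescence of DMSO control wells; lower ratio means ABCB6 inhibition with less porphyrin fluorescence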
Granule exo inh: lytic granule exocytosis inhibition | TALL-104 LAMP-1 surface exposure, flow cytometry; cells stimulated with thapsigargin and PMA | inhibition, % at 10 µM | hit rate 0.66% among 360,000;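 active = inhibition above about 55%, limit read from the data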
H9c2 protect: myocardial damage modulation in H9c2 cells; H9c2 cardiomyocytes, H2O2 injury protection, ATPLite, 2 h; protection from H2O2 cell death, % at 20 µM; hit rate 0.63% among 360,000; AID 588492;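 active = compounds giving at least 50% protection of heart cells from peroxide-induced death in the single-dose screen, raw or plate-pattern-corrected value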;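 also: 0% = DMSO wells with peroxide and 100% = DMSO wells without peroxide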
* hit, by the source's call; · = not tested or not shown. Rows are unselected (roughly 3.1% active in at least one column).

Sample of the layout:
nr	SMILES	iPSC survival up	aDG glyco act	Vif imaging	m5-HT2A agonist	CaV13 ICDI inh	Glyco luc inh	PDI turbidity	ABCB6 inh 2	Granule exo inh	H9c2 protect
1	COc1ccccc1-c1noc(CCCC(=O)N2CCOCC2)n1	-0.4	0.2	16.0	9.3	-4.5	-0.3	-0.7	97.0	-18.3	-3.6
2	CCOC(=O)c1ccccc1NC(=O)CSc1ccccc1	6.3	-0.2	7.7	-2.0	-5.4	-0.7	-2.4	95.0	-3.7	-9.8

The whole of this part, from the first entry:
nr	SMILES	iPSC survival up	aDG glyco act	Vif imaging	m5-HT2A agonist	CaV13 ICDI inh	Glyco luc inh	PDI turbidity	ABCB6 inh 2	Granule exo inh	H9c2 protect
1	COc1ccccc1-c1noc(CCCC(=O)N2CCOCC2)n1	-0.4	0.2	16.0	9.3	-4.5	-0.3	-0.7	97.0	-18.3	-3.6
2	CCOC(=O)c1ccccc1NC(=O)CSc1ccccc1	6.3	-0.2	7.7	-2.0	-5.4	-0.7	-2.4	95.0	-3.7	-9.8
3	COc1ccccc1CN1C(=O)[C@@H]2C(CC(N)=O)NC3(C(=O)Nc4c3ccc(Cl)c4C)[C@@H]2C1=O (stereo not given in full)	0.6	-0.1	3.4	0.6	-3.7	2.1	1.4	99.0	-3.4	6.0
4	CC(C)=CCc1ccc(O)c(=O)cc1C(C)C	-2.8	0.3	114.0*	5.9	-9.6	-10.8	-1.6	97.0	45.8	54.2*
5	CCOC(=O)C(=Cc1cn(C)c2ccc(S(=O)(=O)N(C)C)cc12)C(=O)OCC	-1.2	-0.2	-4.0	3.3	-3.7	9.4	-1.3	93.0	13.7	2.9
6	Cc1c(C(=O)Nc2ccccc2)cnn1-c1ccccc1	-0.3	0.0	-17.4	6.4	2.8	-10.5	-1.7	98.0	0.1	-6.7
7	O=C(NCc1cccs1)C1CCCN1C(=O)Nc1cccc(F)c1 (stereo not given)	-0.4	0.2	-4.0	16.6*	-4.8	0.2	5.6	103.0	-1.6	9.8
8	Cc1nc2sc3c(c2c(=O)[nH]1)CCCCC3	0.0	-0.2	6.0	-1.4	-1.9	1.6	-2.6	99.0	-0.6	0.5
9	CC(=O)Nc1ccc(NC(=O)CSc2ncc(C(=O)Nc3ccc(F)cc3)c(=O)n2C)cc1	0.3	0.6	-4.9	3.1	-6.1	10.8	1.8	93.0	-0.8	0.5
10	O=C(O)Cc1ccc(NC(=O)c2cccs2)cc1	-1.7	0.1	5.9	-0.6	-5.7	3.4	-8.5	102.0	0.2	-7.6
11	COc1ccc(F)cc1S(=O)(=O)N1CCC(C(N)=O)CC1	-2.5	-0.2	9.0	-1.1	·	0.4	-1.8	89.0	1.4	10.9
12	O=S(=O)(c1ccc(Cl)c(Cl)c1)c1snnc1-c1ccccc1	-5.2	1.1	28.5	-10.9	·	-9.9	9.2	123.0	-0.1	-21.4
13	COc1cc2c(cc1NC(=O)COC(=O)/C=C/c1ccccc1)oc1ccccc12	0.8	-0.3	7.0	-2.8	-4.6	3.9	1.1	103.0	8.9	-22.2
14	O=C(Nc1cc(C(F)(F)F)ccc1N1CCOCC1)C1=NN(c2ccccc2)C(=O)CC1	0.1	0.6	6.9	-0.6	-4.9	-1.8	7.1	89.0	1.0	4.9
15	CCOc1cc(/C=N/NC(=O)c2cccnc2)ccc1OCC(=O)N(C)C	-0.1	0.1	1.4	-1.3	-5.3	1.9	7.2	95.0	-4.6	1.1
16	Nc1ncnc2c1ncn2[C@@H]1O[C@H](CNCC(O)CO)[C@@H](O)[C@H]1O (stereo not given in full)	1.8	0.1	·	-1.9	-6.0	0.6	-7.5	103.0	1.1	9.3
17	CC1CCN(C(=O)CN2C(=O)NC3(CCC(C)CC3)C2=O)CC1 (stereo not given)	-0.6	-0.2	8.3	-4.2	-2.5	0.8	0.2	98.0	-0.1	4.9
18	CC(C)n1c(=O)c2ccccc2n1Cc1cn(Cc2cccs2)nn1	-1.3	0.1	-1.4	9.4	-9.4	1.8	·	96.0	0.5	3.3
19	N#Cc1c2c(c(-n3cnc4ccccc43)n3c1nc1ccccc13)CCC2	-1.2	0.1	7.1	0.8	-8.7	-4.7	3.1	92.0	0.8	-11.3
20	CC(NC(=O)C1(S(=O)(=O)c2ccc(Cl)cc2)CC1)c1ccccc1 (stereo not given)	1.2	0.2	1.6	-0.3	-4.2	1.0	-4.2	101.0	0.7	6.7
21	CC(C)C[C@H](NC(=O)c1nc[nH]c1C(=O)NC(c1ccccc1)c1ccccc1)C(=O)OCc1ccccc1	0.3	0.4	-8.3	2.3	-11.7	-4.9	0.6	96.0	6.7	30.8
22	Cc1ccc(-n2ncc(-c3nn[nH]n3)c2N)cc1	-0.7	-0.1	4.9	0.5	-17.4	1.7	-11.1	100.0	-2.8	2.3
23	Cc1ccc(NC(=O)COC(=O)Cn2c(C)csc2=O)cc1	0.0	-0.2	3.6	-4.9	-3.3	2.6	4.4	104.0	-0.5	-0.4
24	O=C(NC1CCCCC1)C1(S(=O)(=O)c2ccc(Cl)cc2)CC1	-0.5	0.1	-8.2	1.4	-3.2	-0.7	14.0	101.0	-2.9	1.0
25	Cc1ccc(OCC(=O)Nc2cccc3nsnc23)c(C)c1	-0.5	0.0	1.5	-2.5	-2.6	0.6	-8.3	106.0	5.2	-4.4
26	Nc1cc(=O)[nH]c(SCC(=O)NNC(=O)Cc2ccccc2)n1	-0.3	0.9	6.4	-6.9	-4.5	-0.2	-7.0	90.0	-0.9	-3.5
27	Fc1ccc2[nH]c3c(N4CCN(c5ccccc5)CC4)ncnc3c2c1	1.5	3.4	-28.9	1.5	-6.7	2.3	-4.7	111.0	52.3	-25.2
28	COc1ccc(-c2nc3cc(C)ccn3c2NCC2CCCO2)cc1OC (stereo not given)	4.0	-0.1	21.1	-5.3	-3.6	2.2	7.3	95.0	5.8	6.1
29	Cc1ccccc1Nc1nc(N)nc(CSc2n[nH]c(N)n2)n1	1.9	-0.1	-2.4	7.1	-2.7	1.4	3.6	99.0	-2.8	3.4
30	Cc1cccc(NC(=O)c2ccc(S(=O)(=O)C(F)F)cc2)c1C	-0.5	0.2	-3.7	-5.6	-3.7	0.3	1.8	102.0	-3.5	1.9
31	O=C(CSc1nc2ccccc2s1)Nc1cc(S(=O)(=O)N2CCOCC2)ccc1O	0.1	0.0	-3.8	-6.7	-14.6	-0.6	-0.7	105.0	-2.0	1.4
32	CN(C)CC1CCCCC1OC(=O)c1ccc(Br)cc1 (stereo not given)	-0.7	-0.1	-6.7	-6.7	-7.2	-3.2	0.0	94.0	-0.9	-3.3
33	COc1cc(/C=C2\NC(=O)NC2=O)cc(Br)c1OC	-0.1	0.2	-7.9	4.8	-6.8	1.0	-8.2	93.0	0.8	1.0
34	Cc1nnc(NC(=O)C2CCN(c3cnccn3)CC2)s1	-2.3	-0.2	-7.2	1.5	-4.5	1.3	-0.1	101.0	0.7	1.5
35	C=CCn1c(-c2ccc3[nH]c(C)c(C)c3c2)n[nH]c1=S	-2.4	0.1	-9.9	-2.7	·	1.2	-4.6	90.0	-1.1	-4.6
36	CNC(=O)c1cc2ccc(OC)cc2oc1=O	-0.2	0.0	4.7	-0.5	-0.6	3.1	-0.6	94.0	-1.5	16.4
37	O=C1[C@H]2[C@@H](c3ccc(F)cc3)N3C(=O)N(c4ccccc4)C(=O)[C@@]3(Cc3ccccc3)[C@H]2C(=O)N1C1CCCCC1	-2.3	0.0	-0.8	1.5	-10.4	15.2	-6.4	104.0	3.1	0.5
38	CC(CC(=O)N(C)CC(=O)Nc1ccc(N2CCOCC2)cc1)c1ccccc1 (stereo not given)	0.0	-0.1	1.2	-2.5	-5.5	1.3	4.4	94.0	-1.8	3.7
39	COc1cc(OC)cc(C(=O)N2CCCC(c3nc(-c4ccc(C)o4)no3)C2)c1 (stereo not given)	-0.5	0.1	-5.7	2.8	-6.3	-0.5	-6.5	98.0	13.5	-3.5
40	O=C(O)CCCN1C(=O)/C(=C\c2ccco2)SC1=S	2.8	0.4	0.4	-0.8	5.6	2.2	1.0	92.0	-0.9	2.6
41	O=c1[nH]c(CSc2ncc(C(F)(F)F)cc2Cl)nc2cc(C(F)(F)F)ccc12	0.1	-0.1	-9.8	5.9	-7.3	1.8	-5.6	91.0	3.5	-4.1
42	O=C1COc2ccc(S(=O)(=O)NCc3ccc(Cl)cc3)cc2N1	-0.4	0.0	-8.5	-6.3	-2.4	1.8	12.0	98.0	-3.3	-0.1
43	COc1ccc(-c2nnc(SCc3nc4ccccc4s3)n2C(C)C)cc1	-1.7	0.2	0.5	-2.2	-5.2	-1.2	-6.3	99.0	1.7	-8.5
44	COc1ccccc1NC(=S)N1C2CCC1CC(NC(=O)NC13CC4CC(CC(C4)C1)C3)C2 (stereo not given)	1.6	-0.1	-1.7	3.3	-5.7	0.5	15.6	93.0	-0.2	-4.4
45	CCCNC(=O)C1(C)CCCN(Cc2ccc(-c3ccccn3)cc2)C1 (stereo not given)	2.2	0.5	-2.2	0.9	-7.2	-1.5	1.0	100.0	-2.8	-1.7
46	CCOC(=O)c1cnn(-c2nc(-c3cccc(F)c3)cs2)c1C(F)(F)F	-0.6	-0.1	0.7	1.1	-4.0	0.9	-0.4	96.0	-1.6	-6.8
47	Cc1onc(-c2ccccc2Cl)c1C(=O)N1CCN=C1SCc1cccnc1	-0.7	0.1	-11.2	0.4	-3.7	0.3	2.4	88.0	2.7	7.7
48	COc1cc(C(=O)OC2CCN(C)CC2)cc(OC)c1OC	-3.3	-0.1	35.4	-0.3	-4.5	3.7	-7.2	84.0	-2.0	11.8
49	CC(OC(=O)CCc1nc2ccccc2[nH]c1=O)C(=O)c1ccccc1 (stereo not given)	-0.9	0.1	7.0	-4.8	-5.6	2.2	-4.5	96.0	0.1	2.3
50	CN(CC(=O)Nc1ccccc1Cl)C(=O)COC(=O)c1ccc([N+](=O)[O-])cc1Cl	-0.5	0.0	-0.8	-1.0	-15.7	1.8	4.2	101.0	0.1	-2.9
51	CC(C)=N/N=C1/NC(=O)C(c2ccccc2)S1 (stereo not given)	4.8	-0.4	-7.7	-1.9	-10.3	0.9	1.5	99.0	0.8	-0.1
52	Cc1ccc(C)c(N(CC(=O)NCCSCc2ccco2)S(C)(=O)=O)c1	2.0	0.0	36.8	1.0	·	-0.2	-0.4	97.0	-0.8	5.6
53	CC1CCCN(C(=O)CNS(=O)(=O)c2cccs2)C1 (stereo not given)	1.1	0.0	-13.0	0.9	-2.6	-0.1	0.8	104.0	13.2	-1.8
54	CC(Sc1nnc(COc2ccc(Cl)cc2)n1Cc1ccco1)C(=O)N1CCNC1=O (stereo not given)	0.5	-0.1	7.2	-8.2	-3.2	0.0	-12.9	85.0	-3.2	4.3
55	Cc1ccc(NC(=S)N(CCCN2CCC(C)CC2)Cc2ccco2)cc1C	0.8	0.7	0.5	0.7	-7.8	-3.0	12.9	93.0	50.4	0.0
56	CC(C)(C)C(=O)Nc1nnc(CCc2ccccc2)s1	-0.4	0.0	-1.2	1.9	-1.5	-3.0	1.4	105.0	-5.5	-4.7
57	CCc1cccc(NC(=S)N(CCN(C)C)C2CCN(C(C)C)CC2)c1	-0.7	0.3	-2.7	0.7	-4.1	-1.1	-1.9	99.0	25.0	1.8
